Screens (PubChem)
SMN2 splice enh = enhancers of SMN2 splice variant expression. HEK293 SMN2-luciferase splicing reporter, luminescence, 30-36 h. Potency, µM (series often up to 46.1 µM), without a hit: top-dose activity change, positive = activation, most hits filed as activators. actives 2.8% (n = 210,000). AID 1458; also: % of control where 0% means no effect; nearly all actives have a fitted effect of over 55% in size
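HEK293 cells carry an SMN2 […]–luciferase reporter in which exon 7 inclusion puts luciferase in frame. Cells were plated 10-12 h before compound addition, then incubated 30-36 h at 37C. ONE-Glo luminescence was read; sodium butyrate at 4.5 mM final served as control.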
JMJD2E inh = inhibitors of human JMJD2E histone demethylase | B2RXH2 | JMJD2E catalytic domain, FDH-coupled NADH fluorescence (FDH is formaldehyde dehydrogenase) | Potency, µM (highest dose often 57.1 µM), inactives show top-dose activity change, negative = inhibition, actives largely listed as inhibitors | actives 1.6% (n = 230,000); active = well fitted inhibition curve with a large enough effect, not every such curve was filed as active; inconclusive = small, poorly fitted or top-dose-only effect, or another doubt; inactive = no such curve, though single readings can be large or run the other way;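 also: 0% = wells with enzyme and -100% = buffer wells without enzyme; nearly all actives have a fitted effect of over 50% in size; many of its hits are not listed in these tables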
RECQ1 inh = RECQ1 (human) helicase inhibition; P46063; RECQ1 DNA unwinding, red fluorescence kinetic read; Potency, µM (highest dose often 57.3 µM), without a hit: top-dose activity, negative = inhibition, hits mostly inhibitors; actives 0.54% (n = 240,000); AID 2549;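 also: plate controls were vehicle for no effect and no enzyme for full effect; nearly all actives have a fitted effect of over 30% in size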
Target sequence (P46063 whole entry, looked up): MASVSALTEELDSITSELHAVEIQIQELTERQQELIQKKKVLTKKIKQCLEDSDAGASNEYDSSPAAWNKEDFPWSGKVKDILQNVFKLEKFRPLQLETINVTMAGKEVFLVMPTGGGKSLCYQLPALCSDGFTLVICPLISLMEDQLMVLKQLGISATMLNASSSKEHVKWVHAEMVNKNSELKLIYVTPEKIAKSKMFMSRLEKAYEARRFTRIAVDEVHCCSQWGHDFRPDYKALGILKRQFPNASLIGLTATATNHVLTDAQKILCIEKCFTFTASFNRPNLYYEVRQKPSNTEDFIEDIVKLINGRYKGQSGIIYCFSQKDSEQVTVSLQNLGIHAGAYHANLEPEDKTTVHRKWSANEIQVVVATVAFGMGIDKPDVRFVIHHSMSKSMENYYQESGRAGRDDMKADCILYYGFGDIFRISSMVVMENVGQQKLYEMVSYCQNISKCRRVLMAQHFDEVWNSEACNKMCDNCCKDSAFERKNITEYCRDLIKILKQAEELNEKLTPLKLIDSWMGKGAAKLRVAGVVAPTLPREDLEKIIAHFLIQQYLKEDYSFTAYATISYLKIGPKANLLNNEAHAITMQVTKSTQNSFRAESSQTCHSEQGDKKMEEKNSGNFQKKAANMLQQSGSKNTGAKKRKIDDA
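50 nM RECQ1T1 preincubated 15 min with compound in Tris pH 8.0 buffer with MgCl2, DTT, Tween-20 and 2.5 ug/ml poly(dI-dC); started with 200 nM TAMRA/BHQ-2 forked duplex and 2 mM ATP. Unwinding read as fluorescence (525/598 nm), two reads 2 h apart.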
LMNA splice mod = changes lamin A minigene splicing in HeLa cells; HeLa LMNA splicing GFP/RFP minigene ratio, 48 h; AID 1487; actives 0.01% (n = 200,000); Potency, µM (highest dose often 46.1 µM), for the others: at the highest dose ratio change, negative = inhibition, most hits filed as inhibitors; active = well fitted inhibition curve with a large enough effect in the signal ratio, with a control signal flat, not every such curve was filed as active; inconclusive = small, poorly fitted or top-dose-only effect, or effect the other way, or a change in a side signal; the % refers to the signal ratio; also: % is scaled to controls: 0 for no effect and ±100 for the full control effect
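S3 HeLa stable clones carrying a lamin A-EGFP splicing minigene plus DsRed2 were seeded at 600 cells/well in Opti-MEM with 2% FBS, pin-dosed and incubated 48 h at 37°C. Acumen cytometry (488 nm) gave the GFP/RFP total-intensity ratio.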
ALDH1A1 inh = blocks purified human ALDH1A1 activity | AID 1030 | actives 7.3% (n = 220,000) | Purified ALDH1A1, NADH fluorescence, propionaldehyde substrate | Potency, µM (top dose mostly 75.3 µM), without a hit: at the highest dose activity, negative = inhibition, usual class: inhibitors; active = well fitted inhibition curve with a large enough effect, not every such curve was filed as active; inconclusive = small, poorly fitted or top-dose-only effect, or another doubt; inactive = no such curve, though single readings can be large or run the other way;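 also: plate controls were no enzyme wells and a reference inhibitor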
TR SRC2 fluor cs = Texas Red fluorescence interference in TRb-SRC2 counter-screen; TRb/SRC2 Texas Red total fluorescence interference; Potency, µM (series often up to 106 µM), for inactives: at the top dose fluorescence change, negative = quenching; actives 0.29% (n = 280,000); AID 1479; active = well fitted curve in either direction with a large enough effect; inconclusive = small, poorly fitted or top-dose-only effect; also: % is scaled to controls: 0 for no effect and ±100 for the full control effect
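Human TRβ ligand-binding domain (0.6 uM) and Texas Red SRC2 peptide (20 nM) in Tris buffer with 1 uM T3 and 5% DMSO were incubated with pinned compound for 5 hr at ambient temperature. Total fluorescence was computed as S + 2P (555/632 nm).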
GoLoco inh red = blocks human Gai1 binding to RGS12 GoLoco peptide, red readout; P63096; Gai1:RGS12 GoLoco peptide FP, rhodamine, 10 min; Potency, µM (doses to about 61.6 µM), for inactives: at the highest dose activity, negative = inhibition, hits mostly inhibitors; actives 0.44% (n = 230,000); active = well fitted inhibition curve with a large enough effect, not every such curve was filed as active; inactive = no such curve, though single readings can be large or run the other way; also: % is scaled to controls: 0 for no effect and ±100 for the full control effect; nearly all actives have a fitted effect of over 30% in size; many of its hits are not listed in these tables
Target sequence (P63096 whole entry, looked up): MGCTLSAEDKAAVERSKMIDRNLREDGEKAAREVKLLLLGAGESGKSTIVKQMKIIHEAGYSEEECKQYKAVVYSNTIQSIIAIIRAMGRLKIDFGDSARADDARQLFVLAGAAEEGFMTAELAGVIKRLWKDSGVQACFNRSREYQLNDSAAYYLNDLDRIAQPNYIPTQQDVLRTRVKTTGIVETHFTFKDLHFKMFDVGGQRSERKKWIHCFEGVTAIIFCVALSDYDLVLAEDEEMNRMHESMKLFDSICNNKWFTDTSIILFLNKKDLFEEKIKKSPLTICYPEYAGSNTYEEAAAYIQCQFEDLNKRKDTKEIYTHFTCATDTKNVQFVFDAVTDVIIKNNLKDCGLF
TRb SRC2 PPI = TRbeta-SRC2 interaction inhibition. P10828. TRbeta-SRC2 peptide binding, fluorescence polarization; receptor liganded with 1 µM T3. Potency, µM (series often up to 106 µM), for the others: at the top dose activity change, negative = inhibition, usual class: inhibitors. actives 0.065% (n = 280,000). AID 1469;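 also: plate controls were bound peptide for no effect and peptide without receptor for full effect; nearly all actives have a fitted effect of over 50% in size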
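Compounds were added to 0.6 uM TRb ligand-binding domain and 20 nM Texas Red-labeled SRC2 peptide in Tris buffer containing 1 uM T3, incubated 5 hr at ambient temperature, then read by fluorescence polarization.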
Starred values were filed as active, the others as inactive; i = inactive; ? = inconclusive; / = no result given; [ ] = dose if it differs, or a comment. Unless noted, calls follow the shape of the dose curve; as a rule, active = well fitted curve in the direction sought with a large enough effect; inconclusive = small, poorly fitted or top-dose-only effect, or another doubt; inactive = no such curve, though single readings can be large; an effect the other way counts as inactive or inconclusive. Potency is read from the fitted curve at half-maximal effect.

no.	mol	SMN2 splice enh	JMJD2E inh	RECQ1 inh	LMNA splice mod
1	C#CCOCCOCCOCCNc1nc(N2CCN(C(=O)[C@H]([C@@H](C)CC)n3cc([C@@H](N)CC(C)C)nn3)CC2)nc(N2CCN(C(=O)[C@H](CCCCN)n3cc([C@@H](N)CC(C)C)nn3)CC2)n1	/	0%	0%	/
2	CC(Cc1cccs1)NC(=O)Nc1ccc([N+](=O)[O-])cc1 (configuration not stated)	24%	-14%	-4%	-21%[46 µM]
3	CC(=O)c1cc(C)oc1C	18%	/	1%	/
4	Cc1cc(=O)oc2cc(OCC(=O)NCC3CCCO3)ccc12 (configuration not stated)	8%	?	i	7%[46 µM]
5	CCOC(=O)c1c(NC(=O)C2COc3ccccc3O2)sc(C(C)=O)c1C (configuration not stated)	-65%[inhibitor]	-2%	-15%	1%
6	O=C(Nc1ccccc1F)c1ccc(Cn2cc(Br)cn2)cc1	12%	-11%	i	/
7	Cc1cc(N)n2ncc(-c3cccc(Br)c3)c2n1	22%	?	-4%	10%
8	Cc1ccc(CSCCNC(=O)c2ccc(NS(C)(=O)=O)cc2)cc1	-5%	?	i	/
9	CCOc1ccc(N2C(=O)S/C(=C\c3cccn3C)C2=O)cc1	?	3%	-15%	4%
10	CCOC(=O)c1sc(NC(=O)CSc2nc3c(c(=O)n2-c2ccc(F)cc2)SCC3)c(C(=O)OCC)c1C	-13%	2%	-1%	-2%
11	CCN1CCN(C(=S)Nc2ccc3nc(N4CCN(C)CC4)cc(C)c3c2)CC1	9%	?	-4%	-30%
12	CCOC(CNC(=O)c1ccc(N2CCc3ccccc32)c([N+](=O)[O-])c1)OCC	-6%[1.84 µM]	4%	-4%	?
13	O=C(NNC(=O)C12CC3CC(CC(C3)C1)C2)c1ccccn1	/	?	?	/
14	COc1ccccc1CNC(=O)C1CCC(CNc2c(N3CCC(C)CC3)c(=O)c2=O)CC1 (configuration not stated)	/	2%	-9%	/
15	COC(=O)c1ccccc1NC(=O)CN(Cc1ccc(Cl)cc1)S(C)(=O)=O	-9%	-18%	-9%	-3%

no.	ALDH1A1 inh	TR SRC2 fluor cs	GoLoco inh red	TRb SRC2 PPI
1	4%	-2%	-3%	0%
2	-2%	-4%	10%	7%
3	-24%	-1%	-1%	-5%
4	?	1%	10%	2%
5	?	-5%	-3%	-7%
6	?	-4%	2%	3%
7	?	-5%	2%	3%
8	6%	-1%	1%	-2%
9	?	3%	21%	-1%
10	6%	0%	6%	5%
11	6%	-1%	-1%	13%
12	10µM*	-1%	3%	-4%
13	/	-2%	6%	5%
14	/	0%	6%	4%
15	4%	-3%	-11%	-15%

Reformatted with values under each structure: entries from further up
Second line of a record – SMN2 splice enh | JMJD2E inh | RECQ1 inh | LMNA splice mod | ALDH1A1 inh | TR SRC2 fluor cs | GoLoco inh red | TRb SRC2 PPI
6) O=C(Nc1ccccc1F)c1ccc(Cn2cc(Br)cn2)cc1
 : 12% | -11% | i | / | ? | -4% | 2% | 3%
14) COc1ccccc1CNC(=O)C1CCC(CNc2c(N3CCC(C)CC3)c(=O)c2=O)CC1 (configuration not stated)
 : / | 2% | -9% | / | / | 0% | 6% | 4%
2) CC(Cc1cccs1)NC(=O)Nc1ccc([N+](=O)[O-])cc1 (configuration not stated)
 : 24% | -14% | -4% | -21%[46 µM] | -2% | -4% | 10% | 7%

The main list resumes, starting 2 compounds before the break.
no.	mol	SMN2 splice enh	JMJD2E inh	RECQ1 inh	LMNA splice mod
14	COc1ccccc1CNC(=O)C1CCC(CNc2c(N3CCC(C)CC3)c(=O)c2=O)CC1 (configuration not stated)	/	2%	-9%	/
15	COC(=O)c1ccccc1NC(=O)CN(Cc1ccc(Cl)cc1)S(C)(=O)=O	-9%	-18%	-9%	-3%
16	COc1ccccc1-n1cc(CN2CCN(C3CCCCC3)C(CCO)C2)cn1 (configuration not stated)	1%	4%	i	5%[46 µM]
17	Cc1cc(C(=O)N/N=C/c2cc(Cl)cc([N+](=O)[O-])c2O)c2ccccc2n1	-42%[inhibitor]	5.6µM*	-10%	?
18	Cc1ccc(-n2ncc3c(N4CCCC4)ncnc32)c(C)c1	-17%	?	i	?
19	CCSc1nnc(NC(=O)C(CC)Oc2ccccc2)s1 (configuration not stated)	0%	5%	-5%	20%
20	CC(C)[C@H](NC(=O)c1ccccc1Cl)C(=O)OCc1cc(=O)n2cc(Br)ccc2n1	21%	?	3%	/
21	COc1ccc(-n2c(SC3CCOC3=O)nc3ccccc32)cc1 (configuration not stated)	4%	-2%	i	-7%
22	COc1ccc(-c2nnc(SCCC(=O)O)n2-c2ccccc2)cc1	?	-2%	-3%	5%
23	COc1ccc(-c2noc(-c3ccccc3-c3ccccc3)n2)cc1OC	-21%	?	-28%	-5%
24	CCC(c1nnnn1CCOC)N1CCN(C(=O)c2ccco2)CC1 (configuration not stated)	-7%	1%	9%	?
25	Cc1ccc2nc(C)cc(Cl)c2c1	3%	2%	i	?
26	COc1ccc(N2CCN(C(=O)CC3NC4CCCCC4NC3=O)CC2)cc1 (configuration not stated)	-28%	-4%	-11%	6%
27	O=C(OCC(=O)N1CCCC1)c1ccc(S(=O)(=O)N2CCOCC2)cc1	-1%	7%	i	-17%[46 µM]
28	O=C(Nc1cccn2ncnc12)c1ccc(Cl)cc1Cl	-7%	?	i	15%
29	O=C(CSc1nc2ccccc2s1)Nc1ccc(Cl)c(S(=O)(=O)N2CCOCC2)c1	-54%[inhibitor]	-10%	-8%	?
30	COC(=O)C1=C(C)N=C2SCCC(=O)N2C1/C=C/c1ccccc1 (configuration not stated)	-12%	-1%	?	-7%

no.	ALDH1A1 inh	TR SRC2 fluor cs	GoLoco inh red	TRb SRC2 PPI
14	/	0%	6%	4%
15	4%	-3%	-11%	-15%
16	3%	0%	12%	4%
17	6%	2%	15%	9%
18	-1%	4%	1%	2%
19	-12%	-8%	3%	-1%
20	?	-3%	29%	3%
21	6%	7%	32%[activator]	1%
22	?	4%	7%	-1%
23	?	2%	9%	-17%
24	?	-3%	10%	-8%
25	7%	-3%	-7%	-3%
26	3%	-2%	-5%	-3%
27	-7%	-4%	1%	1%
28	-5%	0%	-4%	-7%
29	?	6%	12%	1%
30	?	3%	6%	-16%

(listing goes on)
no.	mol	SMN2 splice enh	JMJD2E inh	RECQ1 inh	LMNA splice mod
31	C=CCN(CC=C)C(=O)Cn1cnc([N+](=O)[O-])n1	5%	-2%	-3%	4%
32	Cc1ccc(Cn2c(/C=C/c3ccco3)nc3ccccc32)cc1	/	?	10%	-10%
33	COc1ccc(CCNC(=O)CN(C)S(=O)(=O)c2cccc3nsnc23)cc1OC	-5%	0%	0%	3%
34	Cc1ccc(NC(=S)C2=C(O)c3sccc3N(C)S2(=O)=O)cc1	-40%[inhibitor]	?	4%	-2%
35	CC(C)(C)c1ccc(/C=C/C(=O)Nc2ccc3c(c2)OCCO3)cc1	-86%[inhibitor]	-15%	-25%	/
36	C=CCn1c(C#N)c(N)sc1=N	/	-1%	-4%	7%
37	Cc1ccc(S(=O)(=O)n2ccc3cccnc32)cc1	-2%	1%	-3%	-2%
38	CCOCCCn1c(=S)[nH]c2cc3c(cc2c1=O)OCO3	-10%	3%	-8%	-12%
39	CCC(=O)Nc1sc2c(c1C#N)CC(C)(C)NC2(C)C	0%	-2%	-5%	6%
40	COCCn1c(SCCN2CCCCC2)nc2ccccc2c1=O	2%	?	i	7%
41	CCOC(=O)c1cc2c(nc1N)CC(C)(CC)OC2 (configuration not stated)	?	?	-6%	-2%
42	Cc1ccc2[nH]c(C(=O)O)c(NC(=O)CN3CCN(c4cccc(C)c4C)CC3)c2c1	25%	-1%	0%	-3%
43	CCc1nccn1S(=O)(=O)c1ccc(Br)cc1Br	-26%	6%	-9%	2%
44	Cn1cc(C(=O)NCc2ccccc2F)cn1	39%	12%	-1%	?
45	CCCn1c(-c2ccc(F)cc2)nc2c(NCCN3CCOCC3)nc(C)nc21	-2%	-1%	-8%	/
46	NC(=O)Cc1nc(-c2ccc([N+](=O)[O-])cc2)cs1	-32%[inhibitor]	3%	-2%	/
47	O=C1CCCN1CCCNS(=O)(=O)c1ccc(Cl)c(C(=O)N2CCOCC2)c1	?	1%	-5%	4%
48	Cc1nccn1CC(=O)N/N=C/c1ccc(O)c(O)c1	/	13µM*	?	-17%

no.	ALDH1A1 inh	TR SRC2 fluor cs	GoLoco inh red	TRb SRC2 PPI
31	1%	6%	3%	8%
32	?	0%	157%[activator]	-5%
33	-1%	-2%	4%	-6%
34	7.9µM*	-1%	3%	9%
35	-3%	-4%	6%	6%
36	-7%	-1%	/	-2%
37	3%	1%	-9%	7%
38	?	-2%	-12%	0%
39	5%	-4%	-6%	-3%
40	-10%	1%	0%	-9%
41	?	0%	8%	1%
42	3%	-2%	0%	-2%
43	17%	0%	2%	9%
44	-4%	2%	-4%	8%
45	-6%	-1%	-10%	2%
46	?	0%	-28%	-5%
47	-2%	-1%	9%	6%
48	-7%	-4%	/	3%

These rows are one share of the data. The share of hits here may be higher or lower than overall.
